TWEAK-Fn14 inh: inhibitors of TWEAK-Fn14 interaction signaling; inhibition, % at 10 µM; 2% of 360,000 active; TWEAK-stimulated Fn14 reporter cells, luciferase luminescence, 8 h; in the data active = inhibition above about 50%
Shn3 3UTR inh: Schnurri-3 reporter inhibition in Clone20 osteoblasts; Clone20 osteoblast Shn3 3'UTR firefly luciferase, 24 h; 0.52% of 360,000 active; inhibition, % at 12.5 µM; AID 588674;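 active = mean inhibition of at least 75% with every replicate also reaching 75%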;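 note: 0% = median of neutral control wells and 100% = pilot-screen positive control compound; some compounds past the cut are filed as inactive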
HIF-2a inh: HIF-2a inhibition; 786-0 RCC cells HIF-2a reporter, luciferase luminescence, overnight; inhibition, % at 18.8 µM; 0.72% of 360,000 active; AID 624352;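 active = inhibition of the luminescence signal of 40% or more relative to plate controls, in a single-dose primary screen at 18.75 µM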
MITF TRPM1 inh: reduces MITF-dependent TRPM1 promoter luciferase signal; SK-MEL-5 TRPM1 promoter luciferase, 24 h; inhibition, % at 12.5 µM; 0.83% of 330,000 active; AID 488899;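 active = mean inhibition across replicates of 60% or more, whatever share of single replicates reaches that level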; note: values of inactives mirror those of a sister screen read the other way
KKLEB cytotox: counter-screen for CF NF-kB inhibitors: cytotoxicity | KKLEB CF airway cells viability, ATPlite luminescence, overnight; hits give low values; cells stimulated with P. aeruginosa culture filtrate | activity change (cytotoxicity), % at 5 µM | 0.36% of 360,000 active;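 active = corrected activity change at or below -50% at 5 µM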
TROY signal inh: TROY signaling inhibition | inhibition, % at 10 µM | 0.98% of 360,000 active | Q293 LMP1-TROYcd NF-kB luciferase reporter, 4 h | AID 1347056;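 active = compounds whose plate-normalised and pattern-corrected inhibition of the luciferase reporter signal at the single screening dose is 50% or more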
CF NFkB inh: inhibitors of cystic fibrosis induced NF-kB; inhibition, % at 5 µM; KKLEB NF-kB-GFP reporter, PAF-induced, GFP fluorescence overnight; 0.86% of 360,000 active;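 active = at least 50% inhibition at 5 µM, scaled per plate between neutral and stimulator controls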;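 note: PAF is a Pseudomonas aeruginosa culture filtrate used as stimulus; plate controls were PAF-stimulated DMSO wells for no effect and unstimulated DMSO wells for full effect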
TRAIL sens C8: sensitizes caspase-8 expressing cells to TRAIL; 1% of 360,000 active; NB7+C8 cells + TRAIL, ATPlite viability luminescence; inhibition (viability loss, TRAIL sensitization), % at 10 µM; AID 624354;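 active = compounds causing at least 50% loss of cell viability in the single-dose screen, relative to plate controls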
NR2E3 ag-1: activates human photoreceptor nuclear receptor NR2E3; AID 2300; 0.12% of 320,000 active; inhibition of corepressor binding, % at 4.78 µM; GST-NR2E3/biotin-RetCOR TR-FRET, 1536-well;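 active = percent inhibition above the cutoff of mean plus 3 SD of all tested compounds, set per screening campaign, cut at about 20% in these data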;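 note: 0% = DMSO wells and 100% = biotin wells as full block of FRET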
Target sequence (Q9Y5X4 whole entry, looked up): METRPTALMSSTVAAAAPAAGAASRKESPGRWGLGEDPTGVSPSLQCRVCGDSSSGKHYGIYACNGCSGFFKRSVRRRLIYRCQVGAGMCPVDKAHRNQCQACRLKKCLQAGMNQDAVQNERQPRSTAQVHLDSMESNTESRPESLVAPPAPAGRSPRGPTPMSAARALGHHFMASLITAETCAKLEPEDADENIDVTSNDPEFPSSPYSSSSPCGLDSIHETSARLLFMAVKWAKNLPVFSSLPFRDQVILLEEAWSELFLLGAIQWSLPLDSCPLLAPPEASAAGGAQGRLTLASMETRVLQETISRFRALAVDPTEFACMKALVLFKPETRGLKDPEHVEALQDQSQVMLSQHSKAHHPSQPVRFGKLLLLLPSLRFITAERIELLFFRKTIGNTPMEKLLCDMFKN
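System: GST-tagged NR2E3 plus biotinylated RetCOR corepressor; Amount: 1.35 nM GST-tagged NR2E3 final; Dosing: single nominal compound dose of 4.8 µM; Schedule: 5 h incubation at 4 °C; Technique: TR-FRET with europium anti-GST and streptavidin-D2, 340 nm excitation; Controls: biotin wells as high control, 0.6% DMSO wells as low control.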
Peg3 promoter: inhibitors of Peg3 promoter. HeLa PEG-Prom luciferase reporter, luminescence, overnight. AID 588405. inhibition, % at 20 µM. 1.7% of 360,000 active;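 active = inhibition of at least 50% at 20 µM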
NR2E3 ag-2: activates human NR2E3 receptor; CHO-S Gal4-NCOR/VP16-NR2E3 two-hybrid, luciferase; inhibition of corepressor binding, % at 3.98 µM; 0.35% of 360,000 active; Q9Y5X4; AID 602229;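 active = inhibition above the mean of all tested compounds plus 3 SD, cut at about 70% in these data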;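 note: 0% = DMSO with NR2E3 transfected cells and 100% = cells lacking NR2E3 construct; higher means lower luciferase signal from less NR2E3 corepressor binding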
* marks the source's active call; other numbers are inactive results; / = no result given. These rows are one share of the data; count on the stated rates, not on these rows.

SMILES	TWEAK-Fn14 inh	Shn3 3UTR inh	HIF-2a inh	MITF TRPM1 inh	KKLEB cytotox	TROY signal inh	CF NFkB inh	TRAIL sens C8	NR2E3 ag-1	Peg3 promoter	NR2E3 ag-2
NNc1nc2sc3c(c2c(=O)n1Cc1ccccc1)CCC3	-21	4	-23	3	1	-5	4	-2	1	5	-2
Cc1cc(C)cc(N(C(=O)c2cc3ccccc3oc2=O)C2C=CS(=O)(=O)C2)c1 (stereo unspecified)	6	-38	24	-3	5	-6	-2	1	1	11	9
CCC1(c2ccc(Cl)cc2)NC(=O)N(CC(=O)NC2(C#N)CCCCC2)C1=O (stereo unspecified)	-4	6	-1	3	5	10	-11	10	/	11	-9
CCOc1ccc(S(=O)(=O)NCc2ccccn2)c(C)c1C	-9	9	6	1	9	8	-7	-5	0	13	-3
Cc1ccc(/C=C/c2ccc(=O)n(Cc3ccc(F)cc3)n2)cc1	17	9	-13	-15	2	13	-11	4	4	2	6
COc1cc2nc(CSc3ncn[nH]3)[nH]c(=O)c2cc1OC	-8	6	6	3	16	-18	-5	1	3	13	-12
COc1ccc(NC(=O)CSC2=C(C#N)C(c3ccco3)C(C(=O)Nc3nc4ccccc4s3)=C(C)N2)cc1 (stereo unspecified)	29	33	13	16	-6	/	-37	-1	-1	11	-6
COc1ccc(NC(=O)Cn2c(-c3ccccc3)cc(C(C)=O)c2C)c(OC)c1	7	-16	11	15	-4	9	-4	-10	0	16	-12
CCOC(=O)c1sc(NC(=O)CSC(=S)N2CCN(C)CC2)nc1C	10	-7	18	-5	-15	-8	10	6	-1	19	-25
O=C(NCCN1CCOCC1)c1cc2ccccc2[nH]1	-18	-12	-10	10	2	6	10	-12	-5	8	-15
Cc1ccc(Cl)cc1N1CCN(C(=O)CCS(=O)(=O)c2cccc3nonc23)CC1	-2	7	13	5	-6	0	6	-1	-2	9	2
CCCCc1ccc(S(=O)(=O)NCCCN2CCCC2=O)cc1	-7	18	9	15	9	-3	-31	-14	2	-5	36
O=C(NCc1nnc(SCC(=O)N2CCOCC2)o1)c1ccccc1F	23	-15	14	3	9	-13	-2	-11	1	12	12
CCn1c(CNC(=O)Cc2ccc(OC)cc2)n[nH]c1=S	6	-9	18	-11	4	10	3	2	1	3	5
O=C1/C(=C/c2ccco2)SC(=S)N1C1CCS(=O)(=O)C1 (stereo unspecified)	29	-7	3	-7	0	18	24	1	8	14	-8
Cc1nnc(NC(=O)c2ccc(Br)o2)s1	-8	-10	-7	-16	-4	18	12	-2	0	-19	-14
CN1C(=O)C(=O)/C(=C(/O)c2ccc(Br)cc2)C1c1ccc(Cl)cc1 (stereo unspecified)	95*	16	9	-6	-1	-10	-5	9	8	-6	9
Cc1c(C(=O)NCc2ccccn2)oc2c(Cl)cccc12	-5	-14	-67	1	-1	5	-42	-10	0	-39	-16
O=C(NCc1ccco1)C(=O)NCC1OCCCN1S(=O)(=O)c1ccccc1 (stereo unspecified)	-4	24	6	6	19	-1	9	-7	3	9	-11
CCc1ccc(CN(C)C(=O)C2CCC(=O)N(Cc3ccccn3)C2)cc1 (stereo unspecified)	-5	-12	-5	-2	7	6	-2	-10	1	-5	-4
C/C(Cl)=C\Cn1c(O)c(N=O)c2ccccc21	0	-3	11	-2	9	6	46	-17	-1	23	-13
CCOC(=O)Nc1ccc2c(COC(=O)c3ccccc3O)cc(=O)oc2c1	-15	-22	-38	-96	-9	4	15	-4	3	-96	-9
Fc1ccc(-c2nc3ccccn3c2NCc2ccc3c(c2)OCO3)cc1	-30	3	-78	-14	-8	-13	12	-6	5	-14	-30
COc1cccc(NC(=O)c2ccc(Cn3cc([N+](=O)[O-])cn3)o2)c1	-3	2	11	16	4	-7	-9	-6	-1	21	7
O=[N+]([O-])c1ccc(N2CCN(c3ccc(F)cc3)CC2)nc1	-17	15	-33	-43	-12	-9	-6	-13	0	-47	-5

Profiles as entered above. Values in the order: TWEAK-Fn14 inh, Shn3 3UTR inh, HIF-2a inh, MITF TRPM1 inh, KKLEB cytotox, TROY signal inh, CF NFkB inh, TRAIL sens C8, NR2E3 ag-1, Peg3 promoter, NR2E3 ag-2
COc1cccc(NC(=O)c2ccc(Cn3cc([N+](=O)[O-])cn3)o2)c1 across the screens: -3, 2, 11, 16, 4, -7, -9, -6, -1, 21, 7
Cc1ccc(/C=C/c2ccc(=O)n(Cc3ccc(F)cc3)n2)cc1 across the screens: 17, 9, -13, -15, 2, 13, -11, 4, 4, 2, 6
CCOc1ccc(S(=O)(=O)NCc2ccccn2)c(C)c1C across the screens: -9, 9, 6, 1, 9, 8, -7, -5, 0, 13, -3
Cc1nnc(NC(=O)c2ccc(Br)o2)s1 across the screens: -8, -10, -7, -16, -4, 18, 12, -2, 0, -19, -14

As a short view, part of the list above.
SMILES	TWEAK-Fn14 inh	Shn3 3UTR inh	HIF-2a inh	MITF TRPM1 inh	KKLEB cytotox	TROY signal inh	CF NFkB inh	TRAIL sens C8	NR2E3 ag-1	Peg3 promoter	NR2E3 ag-2
NNc1nc2sc3c(c2c(=O)n1Cc1ccccc1)CCC3	-21	4	-23	3	1	-5	4	-2	1	5	-2
Cc1cc(C)cc(N(C(=O)c2cc3ccccc3oc2=O)C2C=CS(=O)(=O)C2)c1 (stereo unspecified)	6	-38	24	-3	5	-6	-2	1	1	11	9
CCC1(c2ccc(Cl)cc2)NC(=O)N(CC(=O)NC2(C#N)CCCCC2)C1=O (stereo unspecified)	-4	6	-1	3	5	10	-11	10	/	11	-9
CCOc1ccc(S(=O)(=O)NCc2ccccn2)c(C)c1C	-9	9	6	1	9	8	-7	-5	0	13	-3
Cc1ccc(/C=C/c2ccc(=O)n(Cc3ccc(F)cc3)n2)cc1	17	9	-13	-15	2	13	-11	4	4	2	6

Next section
SMILES	TWEAK-Fn14 inh	Shn3 3UTR inh	HIF-2a inh	MITF TRPM1 inh	KKLEB cytotox	TROY signal inh	CF NFkB inh	TRAIL sens C8	NR2E3 ag-1	Peg3 promoter	NR2E3 ag-2
O=C(/C=C/c1cccs1)NNC(=O)c1ccccc1	-15	-57	-150	-15	-4	-51	10	18	0	-75	-38
CSc1ccc(OC2CCCCC2NS(=O)(=O)c2ccccc2)cc1 (stereo unspecified)	18	-2	12	7	12	14	-7	8	-3	18	-3
COc1ccc2nc(NC(=O)c3cccc(S(=O)(=O)N4CCOCC4)c3)sc2c1	15	-17	-3	0	3	2	7	4	1	9	-22
CN(C)S(=O)(=O)c1ccc2nc(NC(=O)c3cccs3)sc2c1	16	-53	-195	-46	11	-34	-7	47	1	-278	-118
Cc1ccc(S(=O)(=O)N(CCC#N)C2CCCCC2)c2nsnc12	2	-7	8	-7	5	7	-10	-10	-1	15	-4
CN=C1c2c(-c3ccccc3)c3cc(OC)ccc3n2CCN1C	-25	-3	13	-6	-10	-16	10	14	3	36	1
CS(=O)(=O)c1ccccc1-c1nnc(NC(=O)c2ccco2)o1	-14	-2	-7	-10	9	12	-10	-20	-2	1	-17
COc1cccc(NC(=O)CSc2nc(=O)n(CCN(C)C)c3c2CCCC3)c1	7	1	18	-9	-4	-3	19	4	0	1	-20
CNC(=S)N1CCN(C(=O)c2ccco2)CC1	7	6	18	5	0	17	1	-13	0	12	17
COc1ccc(CNC(=O)CN(C(=O)c2csnn2)c2cnc3ccccc3c2)cc1	19	-14	2	21	-3	3	-8	1	3	16	-28
CCOc1ccccc1C=NNC(=O)C(=O)NN=Cc1ccccc1OCC	-12	5	10	-5	-5	-7	-2	-2	/	17	5
CC(=O)N1CN(Cc2ccccn2)Cc2c1sc1c2CCCC1	-9	5	-24	7	-3	12	8	-10	3	-8	-10
CCc1ccc(OCC(=O)c2c(O)c3ccccc3oc2=O)cc1	16	-8	-12	-24	6	59*	23	-2	3	-2	-31
CCN(CC)C(CNC(=O)CSc1nnnn1-c1c(C)cccc1C)c1ccco1 (stereo unspecified)	-4	1	0	-5	-2	1	-6	-1	/	-22	-23
Cc1ccc(NC(=O)CCC(=O)c2cccs2)cc1F	-17	-10	-234	-17	7	-6	-2	-12	-1	-107	-109
COc1ccc(-n2ncc3c(NCc4cccnc4)ncnc32)cc1	0	-45	-220	-63	-1	-62	-5	21	0	-224	-81
O=[N+]([O-])c1ccccc1OCc1nc(-c2cccs2)no1	-57	-85	-315	-119	7	-57	-3	4	-1	-276	-200
O=C1CN(C(=O)COC(=O)c2c(F)cccc2Cl)c2ccccc2N1	3	5	5	-2	5	0	2	1	/	-4	-13
Cc1ccc(COC(=O)c2cc([N+](=O)[O-])ccc2N2CCOCC2)cc1	-20	8	28	33	-24	12	50	-9	3	23	38
CCOC(=O)c1cn2ccc(C)cc2n1	-16	-42	-120	-34	-2	-23	4	-7	2	-82	-37
C=C(C)C1CCC(C)=C1COC(=O)Nc1ccccc1 (stereo unspecified)	-4	20	-30	4	-16	-25	9	-24	6	-13	0
CC(C)Nc1cc(C(F)(F)F)nc(-c2ccccn2)n1	12	-10	11	7	7	-3	3	6	-1	9	1
Cc1ccc(S(=O)(=O)N2CCCCC2CCNC(=O)C(=O)NCc2ccccc2C)cc1 (stereo unspecified)	14	21	14	8	-5	8	9	14	4	31	6
Cc1cc(-c2ccccc2)nc(N/N=C/c2ccc(O)cc2)n1	16	-43	-222	-59	-10	-18	-24	77*	/	-210	-53
C/C(=N\NC(=O)c1nnn(-c2nonc2N)c1-c1ccc(Cl)c(Cl)c1)c1ccncc1	-20	3	1	-11	4	-1	-12	9	0	7	-2
O=C(NNC(=S)NC(=O)c1cccnc1)c1ccccc1	-20	-5	7	5	1	-36	4	4	2	-12	-10
Cn1cc(C(=O)N/N=C/c2ccc(Br)c([N+](=O)[O-])c2)c2ccccc21	14	1	34	/	8	18	-2	16	2	52*	-22
COc1cccc2c1OCC/C2=N\NC(=O)C(C)Oc1ccc([N+](=O)[O-])cc1 (stereo unspecified)	-13	5	13	-14	-6	-7	21	11	-1	14	-25
Cc1cc(NC(=O)CSc2nnc(C3COc4ccccc4O3)n2N)no1 (stereo unspecified)	-4	1	10	-9	0	20	-4	-1	-2	11	-21
